Tau fluor counter – counter-screen for tau fibril formation inhibitors | AID 1463 | Potency, µM (doses to about 57.7 µM), without a hit: at the highest dose activity change, negative = decrease | tau K18 P301L Alexa594 fluorescence, heparin fibrillization | actives 0.93% (n = 280,000); also: nearly all actives have a fitted effect of over 55% in size
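Human tau K18 P301L (15 uM unlabeled, 0.24 uM Alexa 594-labeled) in 100 mM sodium acetate pH 7 with 20 uM heparin, 6 hr at 37 C. ThT 30 uM added, 1 hr ambient; Alexa 594 FP and total fluorescence read at 555/632 nm.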
TRb-SRC2 inh – disrupts binding of human TR beta to SRC2; P10828; TRbeta-SRC2 peptide binding, fluorescence polarization; receptor liganded with 1 µM T3; Potency, µM (doses to about 106 µM), inactives show at the highest dose activity change, negative = inhibition, hits mostly inhibitors; actives 0.065% (n = 280,000);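 also: plate controls were bound peptide for no effect and peptide without receptor for full effect; nearly all actives have a fitted effect of over 50% in size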
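Read-out is fluorescence polarization (555 nm excitation, 632 nm emission) of a Texas Red SRC2 coactivator peptide; loss of signal reflects blocked binding to human TRb ligand-binding domain in the presence of 1 uM T3.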
GLA spleen mod – inhibits or activates alpha-galactosidase in human spleen homogenate; human spleen homogenate, 4MU-alpha-Gal fluorescence, 40 min; Potency, µM (doses to about 80 µM), for inactives: at the top dose activity change, negative = inhibition, actives largely listed as inhibitors; actives 0.008% (n = 240,000); AID 2107;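 also: 0% = enzyme with vehicle and -100% = no enzyme basal signal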
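qHTS titration in buffer at pH 5.0. Alpha-galactosidase activity in spleen homogenate was measured via 4-methylumbelliferone release from 1 mM fluorogenic substrate after 40 min at 37C and a pH 10 stop. AC50 came from Hill fits of control-normalized data.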
ALDH1A1 inh – inhibitors of human aldehyde dehydrogenase 1A1. actives 7.3% (n = 220,000). Potency, µM (doses to about 75.3 µM), inactives show top-dose activity, negative = inhibition, hits mostly inhibitors. Purified ALDH1A1, NADH fluorescence, propionaldehyde substrate. P00352; active = well fitted inhibition curve with a large enough effect, not every such curve was filed as active; inconclusive = small, poorly fitted or top-dose-only effect, or another doubt; inactive = no such curve, though single readings can be large or run the other way;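 also: plate controls were no enzyme wells and a reference inhibitor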
Tau fibril FP – inhibitors of human tau fibril formation | P10636 | K18 P301L tau heparin fibrillization, Alexa594 FP, 6 h | Potency, µM (titrated, usually from 57.7 µM), inactives show at the top dose activity, negative = inhibition, most hits filed as inhibitors | actives 0.39% (n = 280,000); also: nearly all actives have a fitted effect of over 55% in size
Target sequence (P10636 561-689 P618L limits assumed): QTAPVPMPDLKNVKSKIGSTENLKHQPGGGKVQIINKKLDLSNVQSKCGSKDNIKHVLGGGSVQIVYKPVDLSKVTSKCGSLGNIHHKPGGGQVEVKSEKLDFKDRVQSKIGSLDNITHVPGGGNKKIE
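Steps: dispense K18 P301L tau (15 uM plus 0.24 uM Alexa 594 tracer, final) in pH 7 sodium acetate; add compound; add heparin (20 uM final); incubate 6 hr, 37 C; add ThT (30 uM final); after 1 hr ambient, read FP.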
TR SRC2 fluor cs – counter-screen for TRb-SRC2 inhibitors: fluorescence interference; TRb/SRC2 Texas Red total fluorescence interference; Potency, µM (titrated, usually from 106 µM), inactives show at the top dose fluorescence change, negative = quenching; actives 0.29% (n = 280,000); active = well fitted curve in either direction with a large enough effect; inconclusive = small, poorly fitted or top-dose-only effect
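Flags fluorescent or light-absorbing compounds by total fluorescence, S + 2P, at 555 nm excitation and 632 nm emission. Mixture: 20 nM Texas Red SRC2 peptide, 0.6 uM human TRb LBD, 1 uM T3, 5% DMSO; compound exposure 5 h at ambient temperature.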
L3MBTL1 block – inhibitors of human L3MBTL1; Q9Y468; AlphaScreen L3MBTL1–H3K9me1 peptide binding; actives 0.66% (n = 230,000); Potency, µM (highest dose often 57.1 µM), inactives show at the highest dose activity, negative = inhibition, most hits filed as inhibitors; also: nearly all actives have a fitted effect of over 60% in size
Target sequence (Q9Y468 whole entry, looked up): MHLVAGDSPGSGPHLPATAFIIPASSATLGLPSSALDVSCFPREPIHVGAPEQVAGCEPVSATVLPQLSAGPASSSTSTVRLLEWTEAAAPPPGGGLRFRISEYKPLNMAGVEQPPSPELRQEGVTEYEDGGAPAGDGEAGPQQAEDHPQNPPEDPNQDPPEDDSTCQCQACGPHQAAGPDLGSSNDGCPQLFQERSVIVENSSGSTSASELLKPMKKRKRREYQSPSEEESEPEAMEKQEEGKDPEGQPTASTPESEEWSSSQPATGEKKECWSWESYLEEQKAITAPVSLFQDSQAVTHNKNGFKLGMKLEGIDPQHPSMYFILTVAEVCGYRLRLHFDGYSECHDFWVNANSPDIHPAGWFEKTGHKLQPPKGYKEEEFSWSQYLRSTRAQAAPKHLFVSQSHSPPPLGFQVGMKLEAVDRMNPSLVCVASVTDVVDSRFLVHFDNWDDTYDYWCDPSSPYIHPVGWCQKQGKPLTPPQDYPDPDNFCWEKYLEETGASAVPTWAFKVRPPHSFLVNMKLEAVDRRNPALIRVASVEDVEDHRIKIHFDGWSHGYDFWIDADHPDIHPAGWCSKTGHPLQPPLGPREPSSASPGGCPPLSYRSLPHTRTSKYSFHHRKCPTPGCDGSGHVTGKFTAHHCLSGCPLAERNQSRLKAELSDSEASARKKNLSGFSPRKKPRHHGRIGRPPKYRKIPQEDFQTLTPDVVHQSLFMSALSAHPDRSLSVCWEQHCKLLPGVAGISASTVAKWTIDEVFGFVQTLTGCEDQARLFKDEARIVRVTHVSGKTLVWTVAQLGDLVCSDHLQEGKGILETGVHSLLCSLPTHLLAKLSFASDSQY
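AlphaScreen proximity signal between nickel-chelate acceptor and streptavidin donor beads (final 10 ug/mL) reports binding of 50 nM L3MBTL1 to 75 nM biotin-H3 K9me1 peptide; complex incubated with compounds 30 min at room temperature; cefsulodin titration as control.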
Tau fibril ThT – tau fibrillization inhibition (ThT binding) | recombinant tau K18 P301L (four-repeat tau fragment), heparin-induced fibrillization, ThT fluorescence | P10636 | actives 2.1% (n = 270,000) | Potency, µM (top dose mostly 57.4 µM), inactives show at the top dose activity, negative = inhibition, most hits filed as inhibitors; also: nearly all actives have a fitted effect of over 55% in size
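Tau K18 P301L fragment (15 uM unlabeled plus 0.24 uM Alexa 594-labeled) in 100 mM sodium acetate pH 7 with compound, fibrillization induced by 20 uM heparin for 6 hr at 37 C. Thioflavin T (30 uM) added, fluorescence read after 1 hr (ex 450, em 510 nm).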
* marks the source's active call; other numbers are inactive results; ? = inconclusive; nt = not tested or not shown; & = joins results of further samples; [ ] = dose if it differs, or a comment. Unless noted, calls follow the shape of the dose curve; as a rule, active = well fitted curve in the direction sought with a large enough effect; inconclusive = small, poorly fitted or top-dose-only effect, or another doubt; inactive = no such curve, though single readings can be large; an effect the other way counts as inactive or inconclusive. Unless noted, % is scaled to controls: 0 for no effect and ±100 for the full control effect; potency is read from the fitted curve at half-maximal effect.

SMILES | Tau fluor counter | TRb-SRC2 inh | GLA spleen mod | ALDH1A1 inh | Tau fibril FP | TR SRC2 fluor cs | L3MBTL1 block | Tau fibril ThT
C=CCOc1cccc(NC(=O)c2ccccc2SC)c1 | -8% | 1% | 6% | -8% | -9% | 1% | 10% | -3%
CC(=O)c1cccc(NC(=O)CN(c2ccccc2F)S(C)(=O)=O)c1 | -1% | 3% | 11% | 7% | -1% | -6% | nt | -3%
CCc1ccccc1NC(=O)CSc1nc2n[nH]c(C)c2c(=N)n1-c1cccc(C)c1 | -16% | -4% | nt | nt | -13% | 1% | nt | -5%
Cc1ccc(C(c2sc3nc(-c4ccco4)nn3c2O)N2CCCC2)cc1 (stereo not given) | 3% | -3% | nt | nt | -3% | -1% | nt | -3%
COc1ccccc1OCCn1c(COc2cc(C)ccc2C)nc2ccccc21 | 5% | 2% | nt | nt | -5% | -6% | nt | 1%
COc1cc(COc2ccc3c(C)c(Cc4ccccc4)c(=O)oc3c2C)cc(OC)c1OC | -4% | -16%[53 µM] | 2% | ? | -7% | 3%[53 µM] | -1% | 1%
Cc1oc2c(C)c3oc(=O)c4c(c3cc2c1C)CCCC4 | -5% | 0% | -8% | -1% | 2% | 1% | 4% | -9%
Cc1ccc(SCC(=O)Nc2cc([N+](=O)[O-])ccc2O)cc1 | -30% | 0% | -16% | ? | -2% | -10% | -17% | ?
O=C(O)Cc1sc(NCc2ccco2)nc1-c1ccccc1 | -10% | -3% | -22% | 3.5µM* | -10% | -6% | 37%[activator] | ?
CCOC(=O)c1c(Nc2ccc(C)cc2)nnc(-c2ccccc2)c1-c1ccccc1 | -12% | 12% | nt | nt | -5% | -3% | nt | ?
Cc1cc(=O)n(C)c(=O)n1CCCCCN1CCCC1 | 0% | -9% | 0% | -9% | 0% | 0% | 28µM* | -6%
CCCOCC1CC(CCc2nc(=S)[nH][nH]2)C(=O)O1 (stereo not given) | 2% | 1% | 2% | 2% | 3% | 0% | 9% | -3%
CC1=C(C#N)C(c2ccc(O)cc2)C2=C(CC(C)(C)CC2=O)N1 (stereo not given) | 2% | 6% | 9% | ? | 15% | -1% | 7% | -2%
CC(=O)Nc1ccccc1C(=O)C(=O)Nc1cccc(C(=O)NCc2ccc(C)cc2)c1 | -9% | 2% | -5% | 0% | 0% | -1% | 0% | -4%
COc1cc(NC(=S)NCCc2ccccc2)c(OC)cc1NC(=O)C(C)C | -21% | -7% | -3% | nt | 9% | -3% | nt | -9%
Cc1nnc2c3ccccc3nc(Nc3cccc(O)c3)n12 | -12% | -4% | nt | nt | 4% | -2% | nt | -1%
CCn1c(=O)c(C(=O)Nc2ccsc2C(=O)OC)c(O)c2ccccc21 | -11% | 0% | -1% | ? | -4% | ? | 10% | -11%
CCOc1ccc2cc(-c3nnc(Nc4ccc(C)cc4)s3)c(=O)oc2c1 | -9% | -3% | nt | nt | 3% | 7% | nt | ?
COc1ccc2oc(=O)c(C(=O)N3CCN(c4ccc(F)cc4)CC3)cc2c1 | -13% | -12% | 11% | ? | -2% | -2% | -19% | -12%
O=C(CN1C(=O)c2cccc3cccc1c23)Nc1ccccc1 | -4% | 6% | -2% | ? | 3% | 0% | 10% | 5%
COCCn1c(=NC(=O)c2ccc3c(c2)OCO3)c(C#N)cc2c(=O)n3cccc(C)c3nc21 | 3% | 4% | ? | ? | -4% | -2% | 0% | -1%
Cc1ccc(C(=O)Nc2ccccc2)cc1S(=O)(=O)Nc1ccc(Cl)cn1 | -9% | 4% | 11% | 4% | -2% | -2% | 18% | -5%
CC(C)CC(=O)Nc1cc2nn(-c3ccccc3)nc2cc1Cl | -7% | -7% | 5% | ? | 2% | -4% | nt | -13%
NC1=NC[C@H](c2ccccc2)N1CCc1cc(C(F)(F)F)cc(C(F)(F)F)c1 | -13% | 3% | 2% | nt | 4% | 0% | nt | -17%
Cc1ccc(-c2nn(CC(=O)NC(C)c3ccccc3)c(=O)c3ccccc23)cc1 (stereo not given) | -7% | 5% | 1% | 2% | 5% | -3% | 1% | -7%
CN(Cc1ccco1)c1ncnc2ccc(-c3ccc4c(c3)OCO4)cc12 | -15% | -4% | 0% | ? | -7% | -6% | -6%&-6% | -16%
Cc1cccc(C2c3[nH]c4ccccc4c3CCN2C(=O)c2cc(CC(C)C)nc(C)n2)n1 (stereo not given) | -11% | -1% | 0% | 2% | 8% | -8% | -18% | -9%
COc1ccc(N2CCc3c(C)nc4c(OC)cc(OC)cc4c32)c(OC)c1 | -9% | -3% | -2% | -2% | 2% | 4% | 0% | -15%
CCN1C(=O)C2C(C1=O)N1C(c3cccs3)C3C(=O)N(CC)C(=O)C3N1C2c1cccs1 (stereo not given) | -7% | 3% | -2% | 5% | -3% | -3% | 11% | -5%
Cc1nc2nc(Cc3ccccc3)nn2c(C)c1Cl | -5% | -2% | -18% | 14µM* | -12% | -7% | nt | 0%
O=C(CCS(=O)(=O)c1cc(Br)cc2c1N(C(=O)C1CC1)CC2)Nc1ccc(F)cc1 | -2% | 2% | nt | nt | -3% | 1% | nt | 2%
COc1ccc(CCNC(=O)c2ccc3c(c2)N=C(C)c2cc(C)ccc2S3)cc1OC | -26% | -7% | nt | nt | 1% | -1% | nt | -20%
COc1ccc2c(c1)C(C)=CC(C)(C)N2C(=O)C(C)N1C(=O)c2ccccc2C1=O (stereo not given) | -5% | -9% | 2% | 5% | 11% | -3% | -8% | -9%
COc1ccc(-c2cc(-c3ccccc3)nc(SCC(=O)Nc3ccccc3F)c2C#N)cc1 | -12% | -4% | nt | nt | ? | 5% | nt | 8%
CC(C)CC1(C(=O)O)NC(c2ccccc2O)C2C(=O)N(C(C)C)C(=O)C21 (stereo not given) | -4% | 7% | 1% | 11% | -1% | 1% | nt | -3%
CN1CCCN(S(=O)(=O)c2cccc(Cl)c2Cl)CC1 | -4% | 8% | 1% | 2% | 2% | 0% | -6% | -8%
Cn1cnc2cc(OC(=O)c3ccccc3)ccc21 | -15% | -1% | 10% | -9% | -11% | -1% | nt | -13%
Cc1cc(OCCN2CCCC2)ccc1[N+](=O)[O-] | 9% | -5% | -13% | 4% | -2% | -1% | 0% | -2%
Cc1cccc(OCCCC(=O)Nc2ccc(S(N)(=O)=O)cc2)c1 | -5% | -1% | 4% | 2% | 4% | 0% | 7% | -10%
O=C(CSc1ccc(-c2ccco2)nn1)NCCc1ccccc1 | -9% | 2% | 1% | 7.1µM* | 9% | -2% | nt | ?
COCCCn1c(=N)c(C(=O)NC2CCCC2)cc2c(=O)n3cc(C)ccc3nc21 | 1% | 0% | nt | nt | 0% | -3% | nt | 2%
OCC1(Cc2cccc(F)c2)CCN(Cc2ccc3cccc(F)c3n2)CC1 | -3% | -2% | 0% | -4% | 10% | 0% | 7% | -8%
CC1CN(c2ccc(C(F)(F)F)cc2[N+](=O)[O-])CCN1S(C)(=O)=O (stereo not given) | 0% | 10% | -4% | 18% | -9% | -1% | -2% | -6%
CC(C)[C@@H](CC(=O)N[C@@H]1CCNC[C@H]1C(=O)N[C@H](CC(=O)N[C@@H](CCC(=O)O)CC(=O)O)Cc1ccccc1)NC(=O)C[C@H](CO)NC(=O)[C@@H]1CNCC[C@H]1N | 3% | -1% | 2% | -7% | -1% | -2% | nt | 9%
CCN(CC)c1ccc(C(=O)OCC(=O)NC2CCCCC2C)cc1 (stereo not given) | -8% | 3% | 1% | 12% | 6% | -4% | nt | -13%
CC(=O)Nc1ccc(S(=O)(=O)Nn2cnnc2)cc1 | -1% | -1% | -5% | 16% | -7% | -10% | 7% | -7%
COc1ccc(NC(=O)c2ccc(Cl)c(NC(=O)c3ccncc3)c2)cc1 | -7% | 3% | 8% | -14% | -1% | -1% | 2% | -2%
CC(=O)c1c(C)[nH]c(C(=O)OCc2ccc(Br)cc2)c1C | -17% | 2% | -13% | 6% | -7% | -2% | nt | -1%
CC/C=C/C#N | nt | -3% | -1% | 10% | nt | -3% | nt | nt
Cc1cc(-n2cccn2)ccc1CN1CCN(CC(C)C)C(CCO)C1 (stereo not given) | -3% | 1% | -9% | nt | 1% | 2% | -3% | -4%
COc1ccc(C(C)=O)cc1CN1C(=O)C(C)N(c2ccc(C)cc2)C1=O (stereo not given) | -15% | -15% | 10% | -11% | -4% | 2% | -6% | -11%
COc1ccc(NC(=O)/C(C#N)=C\c2ccc(OCc3ccc(C(=O)O)cc3)c(OC)c2)cc1 | -21% | 7% | 6% | ? | -16% | 2% | nt | 4µM*
O=C1NC(=O)C(=C2CCCCCC2)S1 | -9% | -2% | -3% | 4% | -7% | 0% | 1% | -4%
CCn1c(COc2cccc(OC)c2)nnc1SCC(=O)Nc1cccc(OC)c1 | -27% | 3% | -1% | 5% | ? | -2% | nt | -16%
C=CCNC(=S)NNC(=O)c1cccn(Cc2ccc(Cl)cc2Cl)c1=O | -14% | 5% | -4% | ? | 7% | -6% | -1% | -9%
C/C(=N\NC(=S)NC(C)C)c1ccccc1 | -11% | 3% | 3% | nt | 3% | -2% | nt | -11%

Screening data as filed in PubChem BioAssay.
